Screens deposited in PubChem by several laboratories.
TcdB inh = TcdB glycohydrolase inhibition. inhibition, % at 9.99 µM. AID 652162. TcdB glycohydrolase enzymatic assay, plate reader. P18177. 0.24% of 350,000 active; in the data active = inhibition above about 10%
Target sequence (P18177 whole entry, looked up): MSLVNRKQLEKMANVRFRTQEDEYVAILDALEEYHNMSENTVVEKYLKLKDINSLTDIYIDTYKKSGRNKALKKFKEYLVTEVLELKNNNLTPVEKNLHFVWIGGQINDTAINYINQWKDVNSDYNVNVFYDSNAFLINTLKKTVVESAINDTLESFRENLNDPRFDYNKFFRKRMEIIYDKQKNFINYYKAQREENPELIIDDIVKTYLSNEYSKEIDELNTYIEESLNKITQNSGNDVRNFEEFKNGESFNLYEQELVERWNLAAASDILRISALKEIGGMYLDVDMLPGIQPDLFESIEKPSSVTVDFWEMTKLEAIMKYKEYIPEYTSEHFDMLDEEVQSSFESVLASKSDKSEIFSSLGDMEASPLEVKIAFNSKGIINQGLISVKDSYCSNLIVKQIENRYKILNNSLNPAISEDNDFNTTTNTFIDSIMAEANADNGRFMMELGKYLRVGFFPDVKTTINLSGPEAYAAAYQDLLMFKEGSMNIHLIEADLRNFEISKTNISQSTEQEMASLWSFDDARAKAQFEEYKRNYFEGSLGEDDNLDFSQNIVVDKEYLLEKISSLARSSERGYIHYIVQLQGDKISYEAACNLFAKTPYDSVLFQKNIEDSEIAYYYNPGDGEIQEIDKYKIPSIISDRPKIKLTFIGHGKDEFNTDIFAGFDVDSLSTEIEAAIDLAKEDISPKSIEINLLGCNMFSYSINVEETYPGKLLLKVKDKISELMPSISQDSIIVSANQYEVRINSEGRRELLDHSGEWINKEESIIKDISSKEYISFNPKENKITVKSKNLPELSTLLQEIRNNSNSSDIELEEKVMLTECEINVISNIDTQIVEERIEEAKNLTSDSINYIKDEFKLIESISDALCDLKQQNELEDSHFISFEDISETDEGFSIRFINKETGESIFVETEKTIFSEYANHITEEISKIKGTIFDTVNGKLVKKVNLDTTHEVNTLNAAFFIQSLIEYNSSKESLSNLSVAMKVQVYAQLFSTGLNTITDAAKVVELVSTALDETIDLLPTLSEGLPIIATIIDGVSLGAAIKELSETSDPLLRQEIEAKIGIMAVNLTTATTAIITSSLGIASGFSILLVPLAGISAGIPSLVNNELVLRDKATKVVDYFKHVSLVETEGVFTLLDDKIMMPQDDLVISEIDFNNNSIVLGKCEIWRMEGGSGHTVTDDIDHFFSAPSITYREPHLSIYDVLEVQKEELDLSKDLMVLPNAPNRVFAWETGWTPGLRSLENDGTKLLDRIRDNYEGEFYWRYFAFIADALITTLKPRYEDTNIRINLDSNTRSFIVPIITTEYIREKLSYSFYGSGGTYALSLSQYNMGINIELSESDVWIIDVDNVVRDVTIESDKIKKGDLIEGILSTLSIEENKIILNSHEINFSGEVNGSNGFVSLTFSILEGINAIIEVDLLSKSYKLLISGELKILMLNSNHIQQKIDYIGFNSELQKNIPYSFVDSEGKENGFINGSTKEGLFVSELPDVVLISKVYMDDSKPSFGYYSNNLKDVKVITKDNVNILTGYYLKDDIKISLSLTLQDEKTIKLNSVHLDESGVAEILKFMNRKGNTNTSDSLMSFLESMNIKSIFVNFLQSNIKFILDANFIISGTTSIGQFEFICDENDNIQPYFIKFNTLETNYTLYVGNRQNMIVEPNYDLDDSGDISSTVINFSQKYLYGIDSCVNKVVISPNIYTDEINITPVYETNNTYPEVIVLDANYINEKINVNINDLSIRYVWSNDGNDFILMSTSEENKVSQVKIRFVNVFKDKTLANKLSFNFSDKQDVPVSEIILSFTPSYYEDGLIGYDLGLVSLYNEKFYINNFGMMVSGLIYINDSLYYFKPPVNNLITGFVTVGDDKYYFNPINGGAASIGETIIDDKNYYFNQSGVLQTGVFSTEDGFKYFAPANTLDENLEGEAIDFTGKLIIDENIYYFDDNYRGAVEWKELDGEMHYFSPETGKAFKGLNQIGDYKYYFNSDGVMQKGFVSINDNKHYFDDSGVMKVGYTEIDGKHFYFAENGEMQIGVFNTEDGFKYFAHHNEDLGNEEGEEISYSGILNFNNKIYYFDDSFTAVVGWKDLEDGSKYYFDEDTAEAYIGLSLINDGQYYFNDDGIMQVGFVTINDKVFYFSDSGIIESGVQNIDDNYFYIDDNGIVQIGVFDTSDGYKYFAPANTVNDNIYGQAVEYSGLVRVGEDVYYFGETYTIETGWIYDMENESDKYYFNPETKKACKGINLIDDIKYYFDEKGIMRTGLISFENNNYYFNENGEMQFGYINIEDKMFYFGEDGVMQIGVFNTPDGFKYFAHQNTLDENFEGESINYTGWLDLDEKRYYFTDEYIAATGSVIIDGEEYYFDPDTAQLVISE
FadD28 binding = inhibitors of Mycobacterium tuberculosis FadD28 bisubstrate binding; FadD28 bisubstrate probe binding, fluorescence polarization; inhibition, % at 12.5 µM; 0.22% of 360,000 active; AID 588549; in the data active = inhibition above about 8.5%, passing the limit was not always enough; inconclusive = no clear call, values can overlap the other calls
Yp Topo-I inh = inhibitors of Yersinia pestis topoisomerase I; Y. pestis Topo-I cleavage product accumulation, plate reader; activity, % at 10 µM; 0.064% of 360,000 active; AID 504884; in the data active = activity above about 50%, passing the limit was not always enough; inconclusive = no clear call, values can overlap the other calls; also: inactives centre near 2
BoNT F protease = BoNT F light chain protease inhibition; Multiplex microsphere protease cleavage assay, flow cytometry; inhibition, % at 10 µM; 0.22% of 360,000 active; AID 588497; in the data active = inhibition above about 35%, passing the limit was not always enough; inconclusive = no clear call, values can overlap the other calls; also: plate controls were buffer without enzyme for full effect and enzyme alone for no effect
PfHsp40 yeast = rescue of PfHsp40-mediated yeast toxicity. S. cerevisiae expressing PfHsp40, growth rescue, ATP luminescence. growth rescue, % at 12.5 µM. 0.68% of 340,000 active. AID 504582; in the data active = growth rescue above about 28%, passing the limit was not always enough; inconclusive = no clear call, values can overlap the other calls;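 also: yeast W303a lacking pdr1 and pdr3 grown in galactose medium; growth measured after three days at 30 °C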
Anthrax LF inh2 = blocks Bacillus anthracis lethal factor protease; 0.12% of 360,000 active; P15917; AID 588501; multiplex microsphere protease cleavage assay, LF; inhibition, % at 10 µM; also: plate controls were buffer without enzyme for full effect and enzyme alone for no effect
PrPC surface inh = inhibitors of human cell surface prion protein PrPC | P04156 | TR-FRET read-out | inhibition, % at 13.8 µM | 0.43% of 370,000 active; in the data active = inhibition above about 24%; also: 0% = median of the test wells and 100% = reference compound wells
CCHFV vOTU inh = blocks the CCHF virus ovarian tumor domain protease; CCHFV vOTU protease, Pep-AMC fluorescence; inhibition, % at 11.5 µM; 0.55% of 370,000 active; in the data active = inhibition above about 30%; also: 0% = vehicle wells with enzyme and 100% = no enzyme wells
BoNT A protease = inhibitors of Botulinum neurotoxin A light chain protease; multiplex microsphere protease substrate cleavage, flow cytometry; inhibition, % at 10 µM; 0.17% of 360,000 active; also: plate controls were buffer without enzyme for full effect and enzyme alone for no effect
Starred values were filed as active, the others as inactive; ? = inconclusive; nt = not tested or not shown. Rule as the data show it, unless noted: active = inhibition above about 30%; inconclusive = no clear call, values can overlap the other calls; inactive = below that. Compounds were not picked by outcome, and some 2.3% of all compounds hit somewhere here.

smiles,FadD28 binding,PfHsp40 yeast,BoNT A protease,CCHFV vOTU inh,Anthrax LF inh2,BoNT F protease,PrPC surface inh,Yp Topo-I inh,TcdB inh
CCOc1ccccc1NC(=O)/C(C#N)=C/c1c(C)nn(-c2ccc(F)cc2)c1Cl,-1.4,1.7,0.5,-5,-2,0,5,-2,0.7
COC(=O)N1CC(c2ccccc2)CC1=O (configuration not stated),-2.1,-1.2,1.1,-7,0,3,1,2,nt
COC(=O)c1ccccc1NS(=O)(=O)c1ccc2[nH]c(=O)[nH]c2c1,1.0,3.6,0.1,-6,0,1,5,7,nt
CC(CNC(=O)CN1C(=O)NC2(CCOc3ccccc32)C1=O)c1ccccc1 (configuration not stated),-3.2,0.0,-0.4,7,-1,1,4,1,0.7
O=C(NC1CCN(C(=O)Nc2ccc(F)cc2)CC1)c1ccc(F)cc1,-3.2,-0.3,0.2,-3,0,-2,1,3,-0.5
Cc1ccc(C)c(C(=O)COC(=O)c2cc([N+](=O)[O-])ccc2N2CCOCC2)c1,-4.8,0.1,4.7,-7,2,-1,-1,20,0.2
O=C1C(=Cc2ccccc2O)SC(=S)N1CCCN1CCOCC1,-2.2,nt,-0.6,7,-13,-5,-5,2,1.1
CCOC(=O)CCSCC(=O)Nc1cc(C)on1,-3.5,0.1,1.2,22,-25,-10,4,-3,nt
COc1ccc(C2=NOC(C(=O)NCCCn3ccnc3)C2)cc1 (configuration not stated),1.2,-0.5,1.0,-12,1,-3,-2,5,nt
CCN(CC)S(=O)(=O)c1cc(C(=O)Nc2cccnc2)ccc1Cl,-4.8,-2.0,0.2,-3,-2,-1,-6,-10,nt
NC(=O)C1(N2CCCCC2)CCN(C(=O)NC23CC4CC(CC(C4)C2)C3)CC1,-1.3,0.3,-3.0,-7,?,-6,6,4,nt
COc1ccc(C(=O)N2CCC(C(=O)NC3CC3)CC2)cc1,0.0,0.5,1.0,3,2,6,5,4,0.0
O=C(CCN1C(=O)COc2ccccc21)NCCCN1CCN(c2ccccc2F)CC1,-2.8,-0.8,-0.8,-2,-2,-5,-7,5,nt
C(#CCN1CCOCC1)COC/C=C/c1ccccc1,-2.4,0.2,0.0,12,3,-3,-2,2,nt
Cc1nn(Cc2ccccc2)c(C)c1NC(=O)c1cccs1,-4.2,-0.8,1.0,-6,0,4,-4,-2,0.7
O=c1c2ccccc2nc(-c2ccco2)n1-c1cccnc1,-0.8,-0.4,0.6,1,0,-16,6,-8,nt
COc1ccc2cc(-c3ccccc3F)ncc2c1,-5.4,1.8,0.6,2,-1,-4,5,7,0.7
CC(NC(=O)c1ccc(Cl)c(Cl)c1)c1ccc(-c2ccccc2)cc1 (configuration not stated),-3.2,0.6,-12,2,-6,?,4,-3,-1.3
CC(=O)c1cccc(NC(=O)C(C)N2CCc3ccccc3C2)c1 (configuration not stated),-1.0,1.0,0.6,8,-12,-9,5,0,0.2
COc1ccc(-n2nc(C(=O)NCC(=O)N3CCC4(CC3)OCCO4)c3ccccc3c2=O)cc1OC,1.2,0.7,-7.6,6,-7,-27,-16,25,0.5
COc1ccccc1C1/C(=C(\O)c2ccc3c(c2)OCCO3)C(=O)C(=O)N1Cc1cccnc1 (configuration not stated),-1.4,-0.1,0.5,24,1,5,9,0,-0.4
O=C(NC1CCCCC1)c1ccc(-c2ccccc2[N+](=O)[O-])o1,0.7,0.2,0.1,9,-3,-8,-3,-2,2.0
CCOc1ccc(NC(=O)CC(NC(C)=O)c2ccccc2)cc1S(=O)(=O)N1CCCC1 (configuration not stated),-0.8,1.4,0.3,16,-10,-2,4,-1,-2.4
Cc1cc(C)n2nc(SCC(=O)NC3CCCCC3C)nc2n1 (configuration not stated),-1.4,-1.1,0.9,-6,2,4,6,0,0.4
CNc1nc2c(c(=O)[nH]c(=O)n2C)n1CCCc1ccccc1,-2.4,nt,3.0,-2,-22,12,-3,5,1.2
Cc1cccc(-n2[nH]c3c4c(ccc3c2=O)C(=O)c2ccccc2C4=O)c1,-0.6,-1.8,-0.3,0,-1,2,5,-18,nt
CC(C)N(C(=O)c1ccc(-c2ccccc2F)cc1)C(C)C,-0.6,nt,-0.2,6,-8,-4,-2,16,1.7
c1ccc2c(c1)nc1n2CCS1,1.0,4.8,-0.7,1,-2,3,-4,-7,nt
O=C1C(=O)N(CCN2CCOCC2)C(c2ccccn2)/C1=C(/O)c1ccccc1 (configuration not stated),-2.3,-0.1,0.4,12,-2,-11,-10,-1,nt
Cc1cc2c(cc1S(=O)(=O)NCc1ccccc1)NC(=O)CO2,-2.6,-0.5,nt,-3,nt,nt,3,1,-0.7

An excerpt from above with just Anthrax LF inh2 and PfHsp40 yeast:
| Molecule | Anthrax LF inh2 | PfHsp40 yeast |
| --- | --- | --- |
| CC(C)N(C(=O)c1ccc(-c2ccccc2F)cc1)C(C)C | -8 | nt |
| c1ccc2c(c1)nc1n2CCS1 | -2 | 4.8 |

(list continues)
smiles,FadD28 binding,PfHsp40 yeast,BoNT A protease,CCHFV vOTU inh,Anthrax LF inh2,BoNT F protease,PrPC surface inh,Yp Topo-I inh,TcdB inh
COc1ccc(C(=O)N2CCOC23CCN(c2ncccn2)CC3)cc1,-1.1,-0.1,-0.6,-12,-9,-3,-4,9,0.5
NC(=O)C1(N2CCCCC2)CCN(S(=O)(=O)c2ccccc2)CC1,-5.2,-1.2,4.4,1,-1,7,-4,5,0.0
CCCn1c(=O)c2ccccc2n2c(SCC(=O)c3ccccc3)nnc12,-3.3,-1.6,2.3,-1,2,-5,1,2,1.8
CN(C)c1ccc(NC(=O)CCCCCn2nnc3ccccc3c2=O)cc1,nt,0.3,-0.5,8,-4,-16,3,-1,-8.2
CC1CCCC(C)N1C(=O)COC(=O)c1cc(F)c(F)cc1Cl (configuration not stated),-1.9,0.2,0.2,-5,-3,6,-4,3,-0.5
Cc1c(C(=O)NCc2cccnc2)sc2ncn(CC(=O)N3CCCCC3C)c(=O)c12 (configuration not stated),-3.1,-0.3,0.3,6,0,-1,7,-3,nt
Cc1ccc(S(=O)(=O)/N=C(\N)c2ccc(Cl)cc2)cc1,0.3,1.6,-0.6,-9,8,0,4,0,0.5
CCn1nc(C(=O)Nc2ccc(Cl)c(S(=O)(=O)N3CCOCC3)c2)c2ccccc2c1=O,-5.4,1.7,-0.4,6,-3,3,-2,21,0.2
Cc1cccc(C)c1NC(=O)C1CCCN1C(=O)Nc1cccc(F)c1 (configuration not stated),nt,-0.4,4.8,4,9,16,6,5,0.2
Cc1cc(C)c2sc(N(CCN(C)C)C(=O)c3ccc4ccccc4c3)nc2c1,-9.4,-0.3,0.5,-12,-8,6,-4,18,-9.2
CC(=NNC(=S)N(Cc1ccccn1)Cc1ccccn1)c1cnccn1,-1.1,113*,16,13,40*,45*,1,8,-2.3
COc1cccc(NC(=O)CN2C(=O)C(c3ccc(C)cc3)=NC23CCCCCC3)c1,-1.7,-1.7,-0.6,6,-2,-1,-1,10,nt
C[C@@H](NC(=O)CN1C(=O)c2ccccc2S1(=O)=O)c1ccccc1,0.5,-0.6,2.3,2,-1,0,-8,10,0.4
Nc1cc(C(Cl)=C(Cl)Cl)c(S(N)(=O)=O)cc1S(N)(=O)=O,-1.1,0.3,0.6,3,5,5,4,-2,1.0
CCC1(CC)C(=O)N=C2c3ccccc3C(=O)N21,-2.9,-1.2,-0.3,14,-3,-26,-9,-6,nt
O=C1CS/C(=N/N=C/c2ccccc2OS(=O)(=O)c2ccccc2)N1,-5.3,0.6,0.2,16,-1,1,1,9,nt
COc1cc(CCC(=O)OCC(=O)Nc2ncc(Cl)cc2Cl)cc(OC)c1OC,-1.1,-0.4,0.0,7,-2,-17,1,14,nt
Cc1cccc(S(=O)(=O)NC(=O)C2(C)CCN2C(=O)c2cccc(F)c2)c1 (configuration not stated),0.2,nt,-0.1,2,1,3,-2,2,-1.6
O=C(c1ccco1)N1CCN(c2ncnc3scc(-c4cccs4)c23)CC1,0.4,0.8,-1.0,nt,-1,-10,nt,2,-0.2
CC1Cc2ccccc2N1C(=O)CSc1nnc2c(n1)[nH]c1ccccc12 (configuration not stated),-1.9,-0.6,-0.2,0,0,-7,8,5,nt
CCC(C)NC(=O)c1ccccc1SC (configuration not stated),-1.2,0.1,0.0,-2,-4,-1,0,-13,0.4
COc1cc(/C=N\NC(=O)C2COc3ccccc3O2)cc(OC)c1O (configuration not stated),-3.1,-1.6,0.4,-7,-2,-1,-2,-1,-26
COc1cccc(/C(O)=C2/C(=O)C(=O)N(c3cc(C)on3)C2c2cccs2)c1 (configuration not stated),-6.6,0.4,-0.1,20,-2,8,1,8,nt
COc1ccc(CNC(=O)c2c(-c3c(F)cccc3Cl)noc2C)cc1,-0.7,6.6,-1.6,5,-3,-2,10,4,0.8
CC(C)C(=O)NC(NCC1CCCO1)C(Cl)(Cl)Cl (configuration not stated),-0.4,-1.5,-0.3,12,-4,-6,6,-2,nt
CC(=O)n1ccnc1,-1.4,-1.4,-0.5,-4,-6,-5,1,-1,2.1
COc1ccccc1NS(=O)(=O)c1ccc(C(=O)NCC(c2ccco2)N2CCCCC2)cc1 (configuration not stated),-1.2,-0.3,-0.5,7,4,1,-3,2,0.8
Nn1cc(-c2ccccc2)nc1SCC(=O)NCC(F)(F)F,-1.3,-0.2,0.3,2,-2,-2,4,1,-0.2
O=c1[nH][nH]cc1C=Nc1ccccc1Cl,1.9,0.5,0.0,5,-2,-3,-3,-1,0.5
CN(C)S(=O)(=O)c1ccc(N2CCCC2)c(C(=O)Nc2nc3ccc(F)cc3s2)c1,-1.8,0.4,-0.5,-21,-3,-2,11,19,0.1
Cc1cc(C(=O)OCC(=O)NC2CCC(C)CC2)c(C)o1 (configuration not stated),-0.3,0.7,-0.3,0,-8,2,0,2,-1.2
COc1ccc2nc(SCC(=O)NN)cc(C)c2c1,-1.7,-0.5,0.9,0,2,-8,2,10,nt
CC(=O)c1ccc(OCc2cc(C(=O)NCCN3CCCC(O)C3)no2)cc1 (configuration not stated),0.3,-0.5,nt,4,nt,nt,-7,6,1.0
CC(=O)C1=C(O)C(=O)N(CCC(=O)O)C1c1ccc(Cl)cc1Cl (configuration not stated),-3.6,-1.1,0.1,13,-8,4,3,-2,3.7
CCOC(=O)C1(Cc2ccccc2)CCCN(Cc2ccc(OCC)c(CO)c2)C1 (configuration not stated),-3.0,-0.4,-1.4,9,-1,3,4,10,-1.6
Cc1noc(C)c1S(=O)(=O)Nc1ccc(C(=O)N2CCN(c3cccc(Cl)c3)CC2)cc1,-0.4,1.2,-1.1,-2,-1,-9,1,-8,nt
C/C(CC(=O)Nc1cc(C)ccn1)=N\NC(=O)c1ccc(C)cc1,0.4,-0.4,0.2,-4,-2,-2,-2,-11,-1.1
CC(CCc1ccccc1)NC(=O)CN1C(=O)NC2(CCCCC2C)C1=O (configuration not stated),-2.3,0.6,-0.9,5,0,-7,1,-3,-0.7
CN(c1ccccc1)S(=O)(=O)c1ccc(C(=O)Nc2ncccc2O)cc1,0.3,1.4,-1.6,0,-6,3,0,9,1.7
CCN(CC)CCn1c2c(c(SCC(=O)Nc3nccs3)nc1=O)CCCC2,-1.2,0.7,-1.4,1,-3,-9,-10,5,-0.4
Cc1ccc(C)c(NC(=O)CN(C)C(=O)c2cc3c(s2)CCCCC3)c1,-0.4,0.0,-2.2,-4,-3,2,1,-10,-0.1
COc1ccc(C(=O)Nc2c(Cl)cc(Cl)cc2C(=O)N2CCOCC2)cc1,-4.1,1.1,0.0,0,0,3,3,0,-0.1
